CR mimetic SO: reduction of superoxide in aged yeast, primary screen, HTS. S. cerevisiae aged cells, superoxide DHE fluorescence; active compounds read low. superoxide response (% of plate mean), % at 10 µM. actives 0.18% (n = 330,000);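 active means superoxide response under a set limit, about three screen SD below normal, cut at about 65% in these data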;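 further: yeast aged for seven days with compound at 30 °C before DHE staining; 100% = average MFI of all compound-treated wells on the plate with controls excluded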
GASC-1 inh: inhibitors of GASC-1 histone demethylase, primary screen, biochemical, fluorescence, DELFIA europium | inhibition, % at 2.35 µM | GST-JMJD2C(1-420) H3K9me3 demethylation | actives 0.069% (n = 330,000) | Lysine-specific demethylase 4C (Homo sapiens), Q9H3R0;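 active means more than half of a compound's replicate wells show inhibition beyond 50%, single wells judged on their own value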;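 further: signal counts dimethyl H3K9 product captured on neutravidin plate; 0% = median of DMSO wells and 100% = 0.3 times that DMSO median; strong numbers were not always called active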
Target sequence (Q9H3R0 1-420 limits assumed): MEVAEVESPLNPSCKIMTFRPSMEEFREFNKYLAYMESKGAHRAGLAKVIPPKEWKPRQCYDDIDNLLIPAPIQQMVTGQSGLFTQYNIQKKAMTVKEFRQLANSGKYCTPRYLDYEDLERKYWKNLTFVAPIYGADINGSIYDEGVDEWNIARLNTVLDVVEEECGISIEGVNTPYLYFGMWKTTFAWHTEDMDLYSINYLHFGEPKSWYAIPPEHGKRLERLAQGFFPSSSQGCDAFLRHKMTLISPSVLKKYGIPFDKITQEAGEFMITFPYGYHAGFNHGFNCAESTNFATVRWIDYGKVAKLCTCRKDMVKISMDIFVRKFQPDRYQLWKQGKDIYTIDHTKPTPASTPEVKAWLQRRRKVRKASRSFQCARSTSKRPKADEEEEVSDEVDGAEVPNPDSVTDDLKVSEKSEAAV
Numbers without * were called inactive. The list is partial; count on the stated rates, not on these rows.

Under each structure: GASC-1 inh, CR mimetic SO
> C=CC[C@H](CC(=O)OC(C)(C)C)C(=O)OC[C@H]1CCCN1C(=O)[C@H](CC=C)CC(=O)NCCO
→ 10, 82
> CCCNC(=O)c1ccc(COc2ccc(Cl)cc2)o1
→ -15, 110
> Cc1oc2c(c(C)cc3oc(=O)c(CC(=O)NCCC(=O)O)c(C)c32)c1C
→ -5, 100
> CC(C)CC(=O)c1c(O)c(C=O)c(O)c2c1O[C@@]1(C)[C@@H](C2)C[C@H]2C[C@@H]1C2(C)C
→ 0, 86
> CCOC(=O)[C@@H]1[C@H]2COc3ccc(Br)cc3[C@@H]2N2C(=O)N(c3ccc(C)cc3)C(=O)[C@@]12C
→ -1, 118
> CC(C)CC1NC(=O)c2cc(Cl)ccc2-n2c1nc1ccccc1c2=O (stereo not given)
→ 2, 90
> O=C(COC(=O)C1CC(=O)N(Cc2ccccc2)C1)Nc1cccc([N+](=O)[O-])c1 (stereo not given)
→ -8, 119
> CS(=O)(=O)N(CC(=O)N1CCc2ccccc2C1)Cc1ccc(F)cc1
→ 26, 97
> C=CC[C@@H](CC(=O)N[C@H](CO)Cc1ccccc1)C(=O)N[C@@H](COC(=O)[C@@H](CC=C)Cc1ccc(F)cc1)Cc1ccccc1
→ 6, 102
> COc1ccc(C)cc1NC(=O)c1ccc(CN2CCc3ccccc3C2)cc1
→ -9, 90
> COc1ccccc1NC(=O)COC(=O)C12CC3CC(CC(Br)(C3)C1)C2
→ 8, 95
> COc1ccccc1C(=O)COC(=O)c1cccs1
→ 7, 100
> C[C@H]1COC(=O)CCCC/C=C\C[C@H](CC(=O)N(CCO)Cc2ccccc2)C(=O)N1
→ 0, 96
> CCN(CC)S(=O)(=O)c1ccc(/C=C/C(=O)OCC(=O)NC(=O)C2COc3ccccc3O2)cc1 (stereo not given)
→ -3, 103
> CC(C)(C)[C@H]1COC(=O)[C@@H](Cc2ccc(F)cc2)C/C=C\C[C@@H](CC(=O)N[C@H](CO)Cc2ccccc2)C(=O)N1
→ -47, 106
> COCCCN(CC(=O)Nc1ccc(F)cc1)S(=O)(=O)c1cccs1
→ 3, 109
> CN(C)C(CNC(=O)c1cc(-c2ccco2)nc2ccccc12)c1ccccc1 (stereo not given)
→ 13, 95
> O=C(CN1CCCCCC1)N/N=C/c1ccc2ccccc2c1
→ -1, 105
> COc1ccc(Cl)cc1C(=O)OCC(=O)Nc1sccc1C(N)=O
→ 6, 96
> CC1(c2ccccc2)NC(=O)N(CC(=O)N2CCN(S(=O)(=O)c3c(F)cccc3F)CC2)C1=O (stereo not given)
→ -5, 100
> CCc1ccccc1NC(=O)CN(C)C(=O)COC(=O)c1cccnc1Cl
→ 4, 98
> COc1cc(CN2CCN(C(O)(c3ccccc3)c3ccccc3)CC2)cc(OC)c1OC
→ -10, 100
> CC(Sc1n[nH]c(-c2cccs2)n1)C(=O)N1CCCC1 (stereo not given)
→ 2, 103
> O=C(NCCN1CCOCC1)c1cccc(S(=O)(=O)N2CCCC2)c1
→ 4, 101
> O=C(NCc1cccnc1)c1ccccc1NS(=O)(=O)c1ccc(Br)cc1
→ 12, 91
> Cc1cc(C)c(S(=O)(=O)N2CCN(C3CC(=O)N(c4ccccc4Cl)C3=O)CC2)c(C)c1 (stereo not given)
→ 2, 94
> Cn1ccc(C(=O)NC(=S)Nc2ccc([N+](=O)[O-])cc2O)n1
→ 10, 87
> COc1ccc(NC(=O)CNc2cc(S(=O)(=O)N3CCOCC3)ccc2N2CCOCC2)c(OC)c1
→ 4, 109
> Nc1ccccc1C(=O)NCc1ccco1
→ 9, 96
> O=C(Nc1ccccc1)c1nc[nH]c1C(=O)NCCN(CCNC(=O)c1[nH]cnc1C(=O)Nc1ccccc1)CCNC(=O)c1[nH]cnc1C(=O)Nc1ccccc1
→ -3, 91
> O=C(COC(=O)Cc1ccc(Br)cc1)Nc1ccc(Cl)cn1
→ -3, 93
> C[C@H]1CN([C@@H](C)CO)C(=O)Cc2cc(NC(=O)CCC(F)(F)F)ccc2O[C@H]1CN(C)S(=O)(=O)c1ccc(F)cc1
→ 24, 92
> COc1ccc(S(=O)(=O)N2CCC(C(=O)NC3CCCC3)CC2)cc1OC
→ 2, 83
> COc1ccc(OC)c(S(=O)(=O)N2CCN(c3ccc(F)cc3)CC2)c1
→ -10, 98
> COc1cc2cc(Oc3ccc4ccc(=O)oc4c3)c(=O)oc2cc1O[C@@H]1O[C@H](CO)[C@@H](O)[C@H](O)[C@H]1O
→ 3, 102
> C=CCn1c(C)cc(C(=O)COc2ccc(N(C)S(=O)(=O)c3ccc(NC(C)=O)cc3)cc2)c1C
→ 1, 82
> COCCCN(C(=O)c1ccccc1)c1nc(-c2ccc(OC)cc2)cs1
→ 6, 93
> CCCNC(=O)Cn1nc(C)n2c(cc3cc(F)ccc32)c1=O
→ -3, 79
> CC(=O)NCCc1ccc(C(=O)COC(=O)c2ccco2)cc1
→ -12, 101
> CC(=O)c1ccccc1NC(=O)CSc1n[nH]c(=O)n1C1CC1
→ 8, 112
> CC1CCC2(CC1)NC(=O)N(CC(=O)Nc1ccc3c(c1)OCO3)C2=O (stereo not given)
→ -1, 101
> Cc1ccc(NS(=O)(=O)c2cc(C(=O)NCc3cccnc3)ccc2C)cc1
→ 5, 96
> Cc1nc(NC(=O)COC(=O)C2CC2C)c(Cl)cc1Cl (stereo not given)
→ -2, 95
> Cc1ccccc1/C=C1\Oc2ccccc2C1=O
→ 7, 117
> COC(=O)[C@H](CC(C)C)N(Cc1ccccc1)S(=O)(=O)N(Cc1ccc(OC)cc1)[C@@H](CC(C)C)C(=O)OC
→ -2, 86
> c1ccc(C[C@H]2CN=C(Nc3ccccc3)N2CCCC2CCCCC2)cc1
→ -6, 114
> O=C(COC(=O)c1ccc(Cl)nc1)NC1CCCc2ccccc21 (stereo not given)
→ -7, 82
> O=C(CSc1nc2nn(-c3ccccc3)c(=O)c-2c2n1CCCCC2)Nc1cccc(F)c1
→ -1, 113
> O=C(O)CCC(=O)OCCCc1cc2ccccc2c(=O)o1
→ -3, 107
> COC(=O)C1=C(C)N(Cc2ccccc2)C(=NCc2cc(OC)c(OC)c(OC)c2)N[C@H]1c1ccc(Br)cc1
→ -2, 103

(more compounds)
Under each structure: GASC-1 inh, CR mimetic SO
> Cc1cc(NC(=O)CN2C(=O)NC(C)(c3ccccc3Cl)C2=O)no1 (stereo not given)
→ 7, 87
> Cc1ccc(S(=O)(=O)N2CCCCC2)cc1NC(=O)COC(=O)c1cccn1C
→ -6, 132
> N#CCCN(C(=O)CN1CCN(S(=O)(=O)c2ccc(Cl)s2)CC1)c1ccc(F)cc1
→ -10, 97
> CC(=O)NC(CC(=O)NCCc1ccccc1)c1ccccc1 (stereo not given)
→ -3, 86
> C[C@H](CO)N1C[C@H](C)[C@@H](CN(C)Cc2ccncc2)Oc2c(NC(=O)Cc3ccccc3)cccc2C1=O
→ 33, 86
> Cc1cc(C)c(S(=O)(=O)c2cccc(Br)c2C)c(Cl)n1
→ -12, 100
> CCN(C[C@H]1N[C@@](CC)(C(=O)OC)[C@H]2C(=O)N(Cc3ccccc3)C(=O)[C@@H]12)S(=O)(=O)c1ccccc1
→ 13, 106
> C=CC[C@@H](Cc1ccc(F)cc1)C(=O)OC[C@H]1CCCN1C(=O)[C@@H](CC=C)CC(=O)N[C@H](CO)Cc1ccccc1
→ 5, 120
> O=C(Cn1cnc2c(OCc3ccccc3)ncnc21)NCCCc1ccccc1
→ 36, 103
> Cc1cnc(C(=O)OCC(=O)Nc2cccc(C)c2C)cn1
→ -18, 104
> CSc1ncccc1C(=O)Nc1cccc(S(=O)(=O)N2CCOCC2)c1
→ 1, 101
> CC(NS(=O)(=O)c1ccc(Cl)c(Cl)c1)C(=O)Nc1cccnc1 (stereo not given)
→ -4, 89
> Cc1ccc(Nc2nnc(SC(C)C(=O)NCC3CCCO3)s2)cc1 (stereo not given)
→ -8, 110
> Cc1nc(SCc2nc3cc(Cl)c(F)cc3[nH]2)c2oc3ccccc3c2n1
→ -3, 106
> O=C(O)c1ccccc1C(=O)N1CCN(S(=O)(=O)c2cccc(C(F)(F)F)c2)CC1
→ 2, 96
> O=C(C[n+]1ccc(C(=O)c2ccccc2)cc1)Nc1ccccc1OC(F)F
→ 3, 178
> COc1cccc(C(=O)NCC(=O)OCC(=O)NC2CCCCC2)c1
→ -2, 96
> CSc1ncccc1C(=O)NCc1nnc2ccccn12
→ -12, 78
> CCN(CC)S(=O)(=O)c1cccc(C(=O)N2CCCc3ccccc32)c1
→ 22, 101
> O=C(NC1CCN(Cc2ccccc2)CC1)c1ccccc1NS(=O)(=O)c1ccc(F)cc1
→ -1, 95

Reformatted with tabs: 20 of the compounds above
Structure	GASC-1 inh	CR mimetic SO
Cc1cc(NC(=O)CN2C(=O)NC(C)(c3ccccc3Cl)C2=O)no1 (stereo not given)	7	87
Cc1ccc(S(=O)(=O)N2CCCCC2)cc1NC(=O)COC(=O)c1cccn1C	-6	132
N#CCCN(C(=O)CN1CCN(S(=O)(=O)c2ccc(Cl)s2)CC1)c1ccc(F)cc1	-10	97
CC(=O)NC(CC(=O)NCCc1ccccc1)c1ccccc1 (stereo not given)	-3	86
C[C@H](CO)N1C[C@H](C)[C@@H](CN(C)Cc2ccncc2)Oc2c(NC(=O)Cc3ccccc3)cccc2C1=O	33	86
Cc1cc(C)c(S(=O)(=O)c2cccc(Br)c2C)c(Cl)n1	-12	100
CCN(C[C@H]1N[C@@](CC)(C(=O)OC)[C@H]2C(=O)N(Cc3ccccc3)C(=O)[C@@H]12)S(=O)(=O)c1ccccc1	13	106
C=CC[C@@H](Cc1ccc(F)cc1)C(=O)OC[C@H]1CCCN1C(=O)[C@@H](CC=C)CC(=O)N[C@H](CO)Cc1ccccc1	5	120
O=C(Cn1cnc2c(OCc3ccccc3)ncnc21)NCCCc1ccccc1	36	103
Cc1cnc(C(=O)OCC(=O)Nc2cccc(C)c2C)cn1	-18	104
CSc1ncccc1C(=O)Nc1cccc(S(=O)(=O)N2CCOCC2)c1	1	101
CC(NS(=O)(=O)c1ccc(Cl)c(Cl)c1)C(=O)Nc1cccnc1 (stereo not given)	-4	89
Cc1ccc(Nc2nnc(SC(C)C(=O)NCC3CCCO3)s2)cc1 (stereo not given)	-8	110
Cc1nc(SCc2nc3cc(Cl)c(F)cc3[nH]2)c2oc3ccccc3c2n1	-3	106
O=C(O)c1ccccc1C(=O)N1CCN(S(=O)(=O)c2cccc(C(F)(F)F)c2)CC1	2	96
O=C(C[n+]1ccc(C(=O)c2ccccc2)cc1)Nc1ccccc1OC(F)F	3	178
COc1cccc(C(=O)NCC(=O)OCC(=O)NC2CCCCC2)c1	-2	96
CSc1ncccc1C(=O)NCc1nnc2ccccn12	-12	78
CCN(CC)S(=O)(=O)c1cccc(C(=O)N2CCCc3ccccc32)c1	22	101
O=C(NC1CCN(Cc2ccccc2)CC1)c1ccccc1NS(=O)(=O)c1ccc(F)cc1	-1	95

Complete entries, looked up by structure.
Results for N#CCCN(C(=O)CN1CCN(S(=O)(=O)c2ccc(Cl)s2)CC1)c1ccc(F)cc1 → GASC-1 inh = -10; CR mimetic SO = 97
Results for O=C(COC(=O)Cc1ccc(Br)cc1)Nc1ccc(Cl)cn1 → GASC-1 inh = -3; CR mimetic SO = 93

(list continues)
Under each structure: GASC-1 inh, CR mimetic SO
> C[C@@H]1COC(=O)[C@@H](Cc2ccc(F)cc2)C/C=C\C[C@H](CC(=O)N(CCO)Cc2ccccc2)C(=O)N1
→ -3, 96
> COc1ccc(NC(=O)NN2CCN(C)CC2)cc1
→ 4, 103
> Cc1ccc(S(=O)(=O)N2CCOCC2)cc1NC(=O)c1cc2ccccc2oc1=O
→ -6, 113
> Cc1nc(NC(=O)c2c(-c3ccccc3)noc2C)sc1C(=O)N(C)C
→ 5, 98
> COC(=O)c1c(-c2cc(OC)cc(OC)c2)sc2ccc(OC)cc12
→ 26, 115
> O=C(Nc1ccccc1Cl)c1cccc(NC(=O)c2cccs2)c1
→ 2, 100
> C=CCC[C@H](Cc1ccc(F)cc1)C(=O)OC[C@@H]1CCCN1C(=O)[C@@H](CC=C)CC(=O)NCCO
→ 1, 81
> CC(NC(=O)Nc1ccc(Cl)cc1)c1ccccc1 (stereo not given)
→ -4, 100
> COc1ccc(S(=O)(=O)Nc2cc(S(=O)(=O)N3CCOCC3)ccc2OC)cc1
→ 6, 85
> C[C@H]1CN([C@@H](C)CO)C(=O)c2cccc(NC(=O)Nc3ccc(C(F)(F)F)cc3)c2O[C@H]1CN(C)C
→ -25, 112
